Screening data as filed in PubChem.
NOD1 NF-kB reporter = inhibition of NOD1-driven NF-kB reporter – cell-based, luminescence, uHTS, primary screen (AID 1578); 290,000 tested, 1% active; NOD1-driven NF-kB luciferase reporter cells, luminescence; higher % means a stronger effect; one-dose inhibition, % at 4 µM; EC50 in µM for titrated hits; in the data active = inhibition mostly above about 36%, no sharp cut-off; inactive = mostly below about 34%;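 also: HEK-293T reporter cells stimulated with the NOD1 agonist gamma-tri-DAP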
LYP inhibition = inhibitors of LYP phosphatase, biochemical, fluorescence intensity, uHTS (AID 1779). recombinant LYP phosphatase, fluorescence intensity; higher % means a stronger effect. inhibition, % at 11.5 µM, or IC50 in µM where a hit was titrated. 290,000 tested, 0.054% active;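 also: plate controls were vehicle with enzyme for no effect and no enzyme for full effect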
Myeloid diff MLP = myeloid differentiation induction; ER-HoxA9 myeloid progenitors, lysozyme-GFP differentiation, flow cytometry; calls only at 10 µM; 360,000 tested, 1% active; AID 624256;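 active = normalized GFP-positive differentiation at or above the plate's own cutoff, the solvent-only control mean plus 3 SD; inconclusive = no clear call, values can overlap the other calls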;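 also: cells exposed to compound for four days before flow analysis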
Siah-1 displacement = blockers of Siah-1 interaction with plectin peptide – biochemical, fluorescence polarization, rhodamine-plectin, uHTS, primary screen (AID 1817) | Siah-1 / rhodamine-plectin peptide fluorescence polarization; higher % means a stronger effect | one-dose displacement, % at 20 µM; IC50 in µM for titrated hits | 290,000 tested, 0.02% active;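 active = displacement of at least 50% at 20 µM, with a fluorescence ratio check between 0.3 and a set limit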;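 also: plate controls were Siah plus tracer with DMSO for no effect and tracer alone without Siah for full effect; strong numbers were not always called active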
HIV fusion peptide = inhibitors of HIV fusion peptide binding, primary screen, biochemical, uHTS, fluorescence dequenching (AID 1986). cell-free peptide binding, fluorescence dequenching, 30 min; higher % means a stronger effect. inhibition, % at 20 µM; hits with a dose series show IC50 in µM. 290,000 tested, 0.3% active; in the data active = inhibition mostly above about 52%, no sharp cut-off; inactive = mostly below about 76%; also: some results filed as inactive read as strong as hits
NOD2 inhibition = NOD2 signaling inhibitors, cell-based, luminescence, uHTS, HEK293 (AID 1566); HEK293 NOD2/NF-kB luciferase reporter, luminescence; higher % means a stronger effect; inhibition, % at 4 µM; hits with a dose series show EC50 in µM; 290,000 tested, 0.63% active; also: many of its hits are not listed in these tables
KOR beta-arrestin-1 = KOR antagonists, beta-arrestin recruitment, cell-based, luminescence, uHTS (AID 1778) | 290,000 tested, 0.091% active | KOR beta-arrestin recruitment, luminescence, antagonist mode; higher % means a stronger effect | inhibition, % at 10 µM, or IC50 in µM where a hit was titrated; also: strong numbers were not always called active
KOR beta-arrestin-2 = kappa opioid receptor activators – cell-based, luminescence, uHTS, primary screen (AID 1777). KOR beta-arrestin recruitment, luminescence; higher % means a stronger effect. activation, % at 10 µM; hits with a dose series show EC50 in µM. 280,000 tested, 0.02% active; in the data active = activation above about 50%, passing the limit was not always enough; also: a part of the inactive calls stands beside numbers as strong as those of hits
Salmonella PhoP GFP = PhoP-dependent GFP reporter repression – Salmonella Typhimurium, primary screen (AID 1863) | 300,000 tested, 0.16% active | inhibition, % at 50 µM, or IC50 in µM where a hit was titrated | S. Typhimurium PhoP-regulated promoter GFP reporter, 4 h; higher % means a stronger effect;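 active = inhibition over 29.93%, a cutoff 3 SD above the screen mean, later confirmed by dose response; inconclusive = inhibition over 29.93% but no dose response follow-up; inactive = inhibition at most 29.93% or unconfirmed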;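 also: 0% = low Mg2+ inducing control and 100% = high Mg2+ repressing control; strong numbers were not always called active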
Myeloid diff MLP GFP+ MAC1+ % = recorded beside Myeloid diff MLP, whose call it bears; GFP+ MAC1+ double positive, %; measured here: differentiation confirmed by MAC1 staining
Active calls of the source: *; i = inactive; ? = inconclusive; . = not tested or not shown; & = joins results of further samples; [ ] = remark or other dose. Rule as the data show it, unless noted: active = inhibition above about 50%; inactive = the rest. Some of the compounds tested; the hit share may differ from the screen's.

Order of values: NOD1 NF-kB reporter, LYP inhibition, Myeloid diff MLP, Myeloid diff MLP GFP+ MAC1+ %, Siah-1 displacement, HIV fusion peptide, NOD2 inhibition, KOR beta-arrestin-1, KOR beta-arrestin-2, Salmonella PhoP GFP
CCN(CC)c1ccc(/C=N/NS(=O)(=O)c2ccc(CNC(C)=O)cc2)cc1
→ -23%, -1%, i, 0.4, 0%, -0.9%, 0%, -8%, 2.7%, 1%
O=C(NCCNc1ccc(Cl)cc1[N+](=O)[O-])c1ccccc1F
→ -29%, 0%, i, 0.4, 1%, -1.4%, -17%, -16%, 0.9%, -5%
Cc1cc(C)n(CC(=O)N2CCCC(N3CCN(c4cccc(C(F)(F)F)c4)CC3)C2)n1 (stereo not drawn)
→ -27%, -9%, i, 1.0, 12%, 1.6%, 4%, -10%, 1.2%, 3%
O=C(CNS(=O)(=O)c1ccccc1)N1CCCC1
→ -27%, -6%, i, 0.0, -5%, 0.9%, 4%, 12%, -8.9%, 4%
O=C(Nc1ccc(Oc2cccnc2)cc1)c1cccc([N+](=O)[O-])c1
→ -10%, -5%, i, 1.7, 4%, -1.8%, -3%, -10%, 6.3%, 7%
Cc1ccccc1NC(=S)NCc1ccc(F)cc1
→ -17%, -5%, i, 0.6, 0%, 0.8%, -6%, 23%, -4.1%, 0%
CC(C)NC(=O)c1ccc2c(c1)N(CC(=O)Nc1ccccc1F)C(=O)C(C)(C)O2
→ -9%, -8%, i, 0.3, 4%, -0.7%, 16%, -1%, -3.7%, -1%
CCC(C)NC(=O)CSc1ccc(Cl)cc1 (stereo not drawn)
→ -11%, -3%, i, 2.6, 8%, 3.0%, -13%, 0%, 0.0%, -6%
Cn1cnnc1SCC(=O)Nc1ccccc1
→ -39%, -1%, i, 2.9, -1%, -0.5%, 18%, 20%, -1.8%, -2%
COc1ccc(-c2nnc(SC(C)C(=O)Nc3cccc(Cl)c3)o2)cc1 (stereo not drawn)
→ -93%, 3%, i, 1.7, 10%, 14%, -103%, 10%, 11%, 20%
CC(=NCC1CCNCC1)C1=C(O)CC(C)(C)CC1=O
→ -2%, 1%, i, 0.5, -3%, 0.4%, 20%, 27%, -5.6%, 9%
O=C(c1ccccc1)N1CCN(CCc2ccccc2)CC1
→ 30%, -6%, i, 0.3, -6%, -2.7%, -4%, 2%[20 µM], -3.3%, 2%
Cc1cc(C)n(-c2nc3ccccc3c(=O)n2OCCOc2ccccc2)n1
→ -28%, -6%, i, 0.6, 3%, -0.9%, 2%, 18%, 0.8%, 6%
CCOC(=O)CSc1nnc(CNC(=O)c2ccc(OC)cc2)n1-c1ccc(OC)cc1
→ -36%, -10%, i, 1.9, 1%, 2.0%, 10%, 7%, 15%, 4%
Cc1nn(CC(=O)Nc2ccc3c(c2)oc2ccccc23)c(=O)c2ccccc12
→ -160%, -2%, i, 1.4, 5%, 0.0%, 5%, 2%, 1.6%, -8%
COc1ccc(CN=C(C)c2c(C(F)(F)F)[nH]n(-c3nc4ccccc4s3)c2=O)cc1
→ -115%, -4%, i, 0.8, 2%, -0.4%, -15%, -43%, -6.0%, -1%
C=C(C(=O)c1ccccc1)C(C)C(=C)C(=O)c1ccccc1
→ 99%*, -6%, ?, ., 6%, -2.0%, -16%, 26%, -0.1%, 17%
CSc1c(CC(=O)Nc2ccccc2C(F)(F)F)n(Cc2ccccc2)c2ccccc12
→ -62%, -6%, i, 0.3, 0%, 1.1%, -8%, -5%, -1.5%, -3%
O=C(CCc1nnc2ccc(NCc3ccccc3Cl)nn12)NC1CCCCC1
→ 1%, -11%, i, 2.6, -2%, -2.0%, 16%, 0%, -2.1%, 8%
Cc1ccc(OCC(=O)Nc2ccc3c(c2)OCCO3)cc1C
→ -21%, -1%, i, 0.0, 6%, -0.1%, -1%, -20%, -3.2%, -10%
CCCn1c(NC(=O)c2ccc(C)cc2)nc2ccccc21
→ -2%, -7%, i, 2.1, -4%, -0.8%, -6%, 27%, -3.9%, 9%
COc1ccc(N(CC(=O)Nc2ccc3c(c2)OCCO3)S(=O)(=O)c2c(C)nn(C)c2C)cc1
→ -11%, -2%, i, 1.4, -4%, 3.6%, 4%, 33%, -8.4%, 12%
Cc1ccc(S(=O)(=O)N2CCC(=O)N(CCOC(=O)Nc3cccc(Cl)c3)CC2)cc1
→ 2%, -3%, i, 0.9, 4%, -2.6%, -11%, 7%, -0.1%, 4%
CC1(C)Cc2c(ccc3ccccc23)/C(=C/C#N)N1
→ 14%, -8%, i, 6.3, 2%, -1.4%, 25%, -18%, 4.4%, 14%
CCOC(=O)Cc1cc(=O)n2[nH]c(-c3ccccc3)cc2n1
→ -25%, 4%, i, 1.1, -5%, 13%, 5%, 4%, -1.5%, -10%
CC(C)OCCCNC(=O)c1cn(C)c2ccc(S(=O)(=O)N(C)C3CCCCC3)cc2c1=O
→ -10%, -3%, i, 2.1, 0%, -1.0%, 13%, -8%, -0.3%, -12%
CCOC(=O)C1CCCN(Cc2c(Cl)cccc2Cl)C1 (stereo not drawn)
→ 3%, -9%, i, 4.7, 4%, 0.8%, 14%, 20%, 7.7%, 3%
CCN(Cc1ccccc1)CC(O)COC(c1ccc(OC)cc1)c1ccc(OC)cc1 (stereo not drawn)
→ -16%, 2%, i, 2.8, 0%, -1.5%, 5%, 17%, 1.2%, -1%
CCCn1nnnc1NCc1ccc(SC)cc1
→ -16%, -6%, i, 0.6, -2%, -0.1%, -6%, 6%[20 µM], -6.3%, 4%
CCOc1ccc(NC(=O)c2cc(C)nc3ccccc23)cc1
→ -24%, -4%, i, 0.5, 4%, 0.4%, -4%, 7%, -5.6%, -1%

Remaining list, next part.
| canonical_smiles | NOD1 NF-kB reporter | LYP inhibition | Myeloid diff MLP | Myeloid diff MLP GFP+ MAC1+ % | Siah-1 displacement | HIV fusion peptide | NOD2 inhibition | KOR beta-arrestin-1 | KOR beta-arrestin-2 | Salmonella PhoP GFP |
| --- | --- | --- | --- | --- | --- | --- | --- | --- | --- | --- |
| CSc1sc(-c2ccnc(SCCS(C)(=O)=O)n2)c(-c2ccccc2)c1C#N | 4% | -4% | i | 0.6 | 4% | 0.7% | 4% | -9% | -1.0% | -6% |
| CNCCOc1ccccc1OC(C)C | -8% | -3% | i | 0.1 | 4% | -0.7% | 14% | -7% | -4.8% | 3% |
| CCOC(=O)c1c(O)cc(C)[nH]c1=O | 3%&7% | -4%&-9% | i | 0.4 | 3%&-2% | -1.3%&0.0% | 9%&-6% | 27%&7% | -0.2%&2.0% | -5%&-7% |
| CCCNc1c(N)n(-c2ccccc2)c(=O)[nH]c1=O | 0% | -1% | i | 1.1 | 0% | -2.3% | 6% | 18% | -6.3% | -16% |
| CC(=O)c1ccc(NC(=O)C(C)N2CCN(C/C=C/c3ccccc3)CC2)cc1 (stereo not drawn) | -34% | 2% | i | 0.0 | 0% | 0.4% | 13% | 6% | -0.7% | -1% |
| Cc1cn(S(=O)(=O)c2cc(Br)ccc2Br)cn1 | -7% | 0% | i | 0.0 | 9% | 0.8% | 8% | -27% | 0.5% | 4% |
| Cc1nn(Cc2ccc(F)cc2)c(C)c1NC(=O)c1cc(-c2ccc3c(c2)OCO3)on1 | 28% | 9% | i | 5.7 | -4% | -2.1% | 0% | -19% | 2.3% | -10% |
| COc1cc(NC(=O)c2cc(Br)cc(C)c2OC)ccc1NC(=O)C(C)C | -23% | -5% | i | 0.1 | -3% | -0.9% | 27% | -41%[20 µM] | -3.0% | 8% |
| COc1cccc(NC(=O)CSc2nnc(Cn3c(=O)sc4ccccc43)n2C)c1 | 4% | -2% | i | 3.7 | -2% | -2.9% | 6% | -15% | -5.6% | -7% |
| COc1ccccc1-c1c(-c2ccc(O)cc2O)n[nH]c1C(F)(F)F | 15% | 1% | i | 0.5 | 1% | -2.2% | 0% | . | -0.3% | 2% |
| COC(=O)c1cn(Cc2cc(OC)ccc2OC)cc(F)c1=O | -12% | -6% | i | 0.6 | 2% | -2.3% | 8% | 17% | -3.5% | 1% |
| O=C(Nc1nc(-c2ccccc2)cs1)Nc1ccc(F)cc1F | -11% | -5% | i | 0.7 | 28% | 0.5% | 6% | -16% | 2.2% | -8% |
| CCCCOC(=O)CNc1nnc(SCC(=O)OCC)[nH]c1=O | -9% | -1% | i | 0.8 | -1% | 0.8% | -5% | 17% | -1.5% | -9% |
| O=C(Cc1ccc(Cl)cc1Cl)OCC(=O)c1ccc[nH]1 | -4% | -4% | i | 1.0 | 1% | -2.4% | 13% | 16% | -4.7% | -3% |
| CC(C)C[C@@H](CN=[N+]=[N-])N1CCN(C)CCC1=O | -8% | -8% | i | 0.9 | -3% | 2.0% | -3% | -21%[20 µM] | 0.8% | 7% |
| CC(C(=O)Nc1sc2c(c1C#N)CCCCC2)N1C(=O)c2ccccc2C1=O (stereo not drawn) | 30% | -2% | i | 0.8 | 0% | -1.4% | 10% | -30% | 1.1% | 3% |
| COC(=O)Nc1ccc(S(=O)(=O)N2CCCC(C(=O)Nc3cccc4c3OCCO4)C2)cc1 (stereo not drawn) | 4% | -8% | i | 1.3 | 1% | -0.8% | 11% | 8% | -3.4% | 10% |
| O=c1[nH]c(-c2ccccc2)nn1-c1ccc(Br)cc1Br | -1% | -4% | i | 0.6 | -2% | 0.1% | -15% | -19%[20 µM] | 5.5% | 4% |
| COc1ccc(-n2c(SCC(=O)Nc3ccc(NC(C)=O)cc3)nc3c([nH]c4ccccc43)c2=O)cc1OC | -12% | -2% | i | 4.2 | -4% | 3.1% | 21% | -10% | 4.4% | -1% |
| Cc1ccc(-n2c(O)c(C=Nc3ccc4c(c3)OCO4)c3ccccc3c2=O)cc1C | 8% | -4% | i | 2.3 | 0% | 3.0% | -43% | -37% | 7.2% | -21% |

Arranged by number of heavy atoms (smallest number first): some entries from above.
| canonical_smiles | NOD1 NF-kB reporter | LYP inhibition | Myeloid diff MLP | Myeloid diff MLP GFP+ MAC1+ % | Siah-1 displacement | HIV fusion peptide | NOD2 inhibition | KOR beta-arrestin-1 | KOR beta-arrestin-2 | Salmonella PhoP GFP |
| --- | --- | --- | --- | --- | --- | --- | --- | --- | --- | --- |
| O=C(Cc1ccc(Cl)cc1Cl)OCC(=O)c1ccc[nH]1 | -4% | -4% | i | 1.0 | 1% | -2.4% | 13% | 16% | -4.7% | -3% |
| CC(C(=O)Nc1sc2c(c1C#N)CCCCC2)N1C(=O)c2ccccc2C1=O (stereo not drawn) | 30% | -2% | i | 0.8 | 0% | -1.4% | 10% | -30% | 1.1% | 3% |
| COc1ccc(-n2c(SCC(=O)Nc3ccc(NC(C)=O)cc3)nc3c([nH]c4ccccc43)c2=O)cc1OC | -12% | -2% | i | 4.2 | -4% | 3.1% | 21% | -10% | 4.4% | -1% |
